Bioassay records (PubChem)
Tn6 DDE FP = DD(E)-Tn6 binding inhibition, primary FP screen; AID 720509; 0.21% of 370,000 active; Fibrin DD(E) TRITC-Tn6 fluorescence polarization displacement; inhibition, % at 8.3 µM;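 active = inhibition above a per-campaign cutoff: mean of compounds within control limits plus 3 SD, cut at about 15% in these data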;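 note: 0% = median of all compound wells on the plate and 100% = blocking peptide control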
Target sequence (P02675 whole entry, looked up): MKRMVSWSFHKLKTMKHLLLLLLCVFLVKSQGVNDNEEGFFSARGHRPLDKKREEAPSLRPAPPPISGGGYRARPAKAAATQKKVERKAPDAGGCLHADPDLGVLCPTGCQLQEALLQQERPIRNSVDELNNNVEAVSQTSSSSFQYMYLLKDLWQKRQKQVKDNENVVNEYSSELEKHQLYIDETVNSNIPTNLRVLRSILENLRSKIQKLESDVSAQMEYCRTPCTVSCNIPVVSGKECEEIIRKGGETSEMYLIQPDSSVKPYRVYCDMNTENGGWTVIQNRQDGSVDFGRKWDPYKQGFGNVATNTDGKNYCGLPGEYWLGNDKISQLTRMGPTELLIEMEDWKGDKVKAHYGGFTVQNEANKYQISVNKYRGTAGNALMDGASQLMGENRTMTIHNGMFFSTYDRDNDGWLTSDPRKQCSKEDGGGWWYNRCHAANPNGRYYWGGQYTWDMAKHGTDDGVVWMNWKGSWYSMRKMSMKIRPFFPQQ
PLCg1 inh = PLC-gamma1 (human) inhibition, primary screen; P19174; purified PLC-gamma1, fluorogenic substrate, fluorescence; inhibition, % at 12.2 µM; 0.84% of 370,000 active; in the data active = inhibition above about 9.5%
ARFGAP1 inhibitor = inhibits rat ARF GTPase activating protein 1. AID 651572. inhibition, % at 16.5 µM. Q62848. Arfgap1-stimulated ARF1 GTP hydrolysis, GDP FP detection. 0.26% of 360,000 active;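 active = inhibition above a per-plate limit, mean inhibition of low control wells plus 3 SD, cut at about 25% in these data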;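 note: 0% = DMSO wells with enzyme and 100% = wells lacking Arfgap1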
Target sequence (Q62848 1-136 limits assumed): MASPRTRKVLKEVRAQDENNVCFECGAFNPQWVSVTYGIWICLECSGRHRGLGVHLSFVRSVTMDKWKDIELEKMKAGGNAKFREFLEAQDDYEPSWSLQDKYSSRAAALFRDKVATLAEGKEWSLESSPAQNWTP
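system = rat Arfgap1 catalytic domain, aa 1-136 | technique = FP, GDP Alexa 633 tracer displaced from anti-GDP antibody, 620/688 nm | compound = one concentration, 16.5 µM, DMSO 1.26% | medium = HEPES-based buffer, pH 7.5 | timing = compound-enzyme preincubation 20 min, reaction 120 min, detection 60 min, 25 °C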
ASAP1 GAP inh = inhibitors of human ASAP1 ArfGAP activity; Q9ULH1; ASAP1-stimulated ARF1 GTP hydrolysis, GDP FP detection; inhibition, % at 16.5 µM; 0.19% of 360,000 active; AID 624377; in the data active = inhibition above about 25%;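 note: 0% = vehicle with enzyme and substrate and 100% = no enzyme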
Target sequence (Q9ULH1 325-724 limits assumed): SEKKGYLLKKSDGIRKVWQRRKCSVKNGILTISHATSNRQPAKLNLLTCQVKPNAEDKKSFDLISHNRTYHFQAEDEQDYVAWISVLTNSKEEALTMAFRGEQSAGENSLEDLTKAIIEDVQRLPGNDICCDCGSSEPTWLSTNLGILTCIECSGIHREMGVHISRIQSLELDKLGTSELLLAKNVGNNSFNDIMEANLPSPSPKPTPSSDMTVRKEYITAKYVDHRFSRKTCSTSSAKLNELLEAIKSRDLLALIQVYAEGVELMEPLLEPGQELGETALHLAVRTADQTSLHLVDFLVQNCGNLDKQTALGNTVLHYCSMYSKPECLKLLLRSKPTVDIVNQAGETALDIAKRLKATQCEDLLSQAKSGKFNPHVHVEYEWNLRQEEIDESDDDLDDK
TDP2 absorb = TDP2 (human) inhibition, absorbance primary screen; inhibition, % at 12.8 µM; 0.34% of 370,000 active; O95551; recombinant TDP2, T5PNP hydrolysis, p-nitrophenol absorbance 415 nm;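 active = inhibition above the mean of all tested compounds plus 3 SD, set per campaign, cut at about 25% in these data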;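 note: 0% = DMSO with enzyme and 100% = buffer with substrate but no TDP2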
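Test system: Human TDP2 enzyme | Reagent: 5 mM T5PNP | Compound dosing: 12.8 µM single point, 1% DMSO | Incubation: Enzyme reaction with compound for 2 h at 37 °C | Technique: p-Nitrophenol epi absorbance | Read-out: % inhibition relative to enzyme-containing and enzyme-free wells | Benchmarks: High control without enzyme, low control DMSO plus TDP2 | Replicates: Singlicate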
ADAM10 inh = inhibits human ADAM10; O14672; recombinant ADAM10, EDANS/DABCYL FRET peptide cleavage, 3 h; inhibition, % at 7 µM; 0.62% of 370,000 active;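 active = inhibition above a per-campaign cutoff equal to the mean of compounds falling between control-based bounds plus 3 SD, cut at about 20% in these data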;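 note: 0% = DMSO wells while the 100% control is not disclosed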
SIAE inh = human SIAE inhibition, primary screen. Q9HAT2. SIAE FP-Rh probe binding, fluorescence polarization. inhibition, % at 9.66 µM. 0.69% of 370,000 active. AID 1053197;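 active = inhibition above a cutoff: mean of compounds within the control limits plus 3 SD of those, cut at about 17% in these data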;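 note: 0% = plate median of compound wells and 100% = probe without SIAE protein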
PLC-beta3 inh = blocks human PLC-beta3 enzyme activity; 0.18% of 370,000 active; AID 720704; Q01970; Purified PLC-beta3, fluorogenic substrate, fluorescence; inhibition, % at 12.2 µM; in the data active = inhibition above about 11%;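 note: 0% = median of compound wells on plate and 100% = full blocker control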
DDE Tn7 FP inh = inhibitors of Tn7 peptide binding to human fibrin DD(E); inhibition, % at 8.3 µM; FP displacement of FITC-Tn7 peptide from fibrin DD(E); 0% = median of compound wells per plate; AID 720508; 0.13% of 370,000 active;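 active = inhibition above the mean of compounds falling within the control limits plus 3 SD of them, cut at about 14% in these data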;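 note: 0% = plate median of compound wells and 100% = 10 µM Aha-Tn7 peptide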
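system = human fibrin DD(E) protein | quantity = DD(E) 2 µM final | medium = Tris/NaCl/CaCl2 buffer, pH 7.8 | also added = labelled Tn7 tracer, 0.1 µM | compound dosing = single point at 8.3 µM | timing = compound with protein 10 min, then 3 h after probe, room temperature | signal = FP measurement | benchmarks = Aha-Tn7 high control | repeats = one replicate per compound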
ADAM17 inh = ADAM17 inhibition, QFRET primary screen. P78536. recombinant ADAM17, EDANS/DABCYL FRET peptide cleavage. inhibition, % at 6.95 µM. 0.83% of 370,000 active;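 active = inhibition above the mean of compounds lying between control limits plus 3 SD, set per campaign, cut at about 8.5% in these data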;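 note: 0% = DMSO-only wells as the low control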
The depositor's hits bear a star; i = inactive; / = not tested or not shown.

nr	Compound	Tn6 DDE FP	PLCg1 inh	ARFGAP1 inhibitor	ASAP1 GAP inh	TDP2 absorb	ADAM10 inh	SIAE inh	PLC-beta3 inh	DDE Tn7 FP inh	ADAM17 inh
1	Cc1ccc(O)c(C2=NNC(O)(C(F)(F)F)C2)c1 (configuration not stated)	-9	-1	-8	-8	-3	0	-4	-5	2	0
2	CC1CCN(S(=O)(=O)CCNC(=O)c2ccccc2)CC1	-5	2	-1	7	6	-13	0	-5	-3	-5
3	COc1ccc(/C=N/Nc2ncnc3sc4c(c23)CCCC4)cc1O	4	2	22	27*	2	-2	-1	-3	1	4
4	O=C(Nc1ccc(F)cc1)c1cccc2c1C(=O)N(CC1CCCO1)C2 (configuration not stated)	-3	-4	-7	0	-3	-6	2	-1	-2	-4
5	O=C(/C=C/c1ccco1)N(c1ccccn1)c1ccccn1	4	-16	13	-2	14	-20	10	-28	0	-7
6	Cc1cc(C(=O)COc2ccc(F)cc2Br)c(C)n1C1CC1	3	-4	4	7	7	4	2	-11	6	4
7	COC(=O)c1c(NC(=O)COC(=O)CCS(=O)(=O)c2ccc(C)cc2)sc(C)c1C	-4	5	-8	11	-1	2	-2	4	-12	6
8	O=C1c2ccccc2S(=O)(=O)N1CC(O)COc1ccc(Cl)cc1 (configuration not stated)	-1	2	2	0	3	-10	-2	0	3	-5
9	COc1ccc2cc(C(=O)C3CCCN(C(=O)c4snnc4C)C3)ccc2c1 (configuration not stated)	-13	-228	6	5	-2	i	-5	-320	-5	-313
10	COc1cc(/C=C/C(=O)O)cc(S(=O)(=O)Nc2cc(C(F)(F)F)ccc2N2CCOCC2)c1OC	-1	2	6	-8	-3	-8	5	-14	-5	-5
11	COc1ccc(-c2cc(C(=O)N(C)CC(=O)Nc3ccccc3Cl)c3ccccc3n2)cc1OC	3	-342	12	-2	1	-85	7	-364	0	-23
12	Cc1ccc(S(C)(=O)=O)cc1C(=O)Nc1cccc(S(=O)(=O)N2CCCCCC2)c1	1	0	-3	-2	-4	-7	-2	-2	2	5
13	FC(F)(F)c1nnc2ccc(N3CCOCC3)nn12	-5	1	7	-7	5	6	-5	1	5	-6
14	CC(C)CNS(=O)(=O)c1ccc(CCC(=O)NCc2ccco2)cc1	3	3	-3	-3	4	4	4	4	4	0
15	COc1ccc(N(C)C(=O)c2cn(CC(C)C)c(=O)c3cc(OC)c(OC)cc23)c(OC)c1	3	3	2	16	-4	3	-3	-2	1	-1
16	CNC(=O)c1c(NC(=O)CS(=O)(=O)c2ccc(Cl)cc2)sc(C)c1C	6	6	14	19	-5	-9	14	-2	-1	8

Continued, overlapping the part above by two compounds.
nr	Compound	Tn6 DDE FP	PLCg1 inh	ARFGAP1 inhibitor	ASAP1 GAP inh	TDP2 absorb	ADAM10 inh	SIAE inh	PLC-beta3 inh	DDE Tn7 FP inh	ADAM17 inh
15	COc1ccc(N(C)C(=O)c2cn(CC(C)C)c(=O)c3cc(OC)c(OC)cc23)c(OC)c1	3	3	2	16	-4	3	-3	-2	1	-1
16	CNC(=O)c1c(NC(=O)CS(=O)(=O)c2ccc(Cl)cc2)sc(C)c1C	6	6	14	19	-5	-9	14	-2	-1	8
17	Cn1c(=O)c2[nH]c(CCC3CCCC3)nc2n(C)c1=O	3	5	-11	4	10	2	-3	5	5	-3
18	O=C(NC12CC3CC(CC(C3)C1)C2)C1CCCN1C(=O)NC1CCCCC1 (configuration not stated)	-9	-1	11	7	2	-1	-1	-2	4	-5
19	CNc1ncc(C(=O)C(C)(C)C)s1	0	11*	12	14	-4	-7	-4	7	5	-3
20	Cc1ccc(NC(=S)Nc2ccc3[nH]c(=O)[nH]c3c2)cc1	7	-2	-2	4	-6	-7	1	-4	-4	-4
21	O=C(CS(=O)(=O)Cc1ccccc1)Nc1ccc(Br)cc1F	4	-1	-7	-18	11	1	-4	-3	6	1
22	Cc1cc2cc(C#N)c(N3CCN(S(C)(=O)=O)CC3)nc2cc1C	2	-72	4	11	8	-213	10	-81	3	-65
23	CSc1nc2c(c(=O)[nH]1)C(c1ccccc1)C1=C(CC(C)(C)CC1=O)N2 (configuration not stated)	4	-53	3	8	1	-190	-1	-66	3	-60
24	O=c1[nH]cnc2c1c(-c1ccccc1)cn2-c1ccccc1	7	-5	2	10	-4	-6	0	-8	17*	-1
25	O=C(O)CN=C1NC2(CCCCC2)Cc2ccccc21	-5	4	-2	1	3	-3	4	-3	7	-1
26	COc1cccc(-c2nnc3sc(-c4ccc(Br)o4)nn23)c1	8	-7	/	/	-4	-2	-1	-3	-3	-1
27	N#Cc1cc2ccc(N3CCOCC3)cc2cc1C#N	3	i	4	30*	69*	-320	0	i	-7	-111
28	Cc1ccccc1OCC(=O)N/N=C/c1c(C)nn(-c2ccccc2)c1Cl	-1	5	8	10	-7	5	-7	2	-1	1
29	COc1ccc(Nc2nc(-c3cccc([N+](=O)[O-])c3)nc3ccccc23)cc1	1	0	-4	8	-4	1	3	0	3	-1
30	COc1ccc(OC)c(NC(=O)CCNS(=O)(=O)c2ccc3[nH]c(=O)oc3c2)c1	12	1	8	7	-12	4	9	-3	3	1
31	O=C(c1ccncc1)c1ccc(Br)cc1	4	1	-16	-6	-1	-3	-3	1	-6	-3
32	Cc1onc(-c2ccccc2Cl)c1C(=O)OCC(=O)N1CCCCC1	3	2	3	-6	1	-15	2	-6	-7	-1
33	Cc1cc(CN(Nc2ccccc2)c2ccccc2)cc(C)n1	6	3	3	17	-2	-5	2	3	-8	1
34	CCOC(=O)CC1COCCN1Cc1cn[nH]c1-c1ccc2c(c1)OCO2 (configuration not stated)	-2	3	-2	-5	-3	3	4	-2	1	-3
35	CS(=O)(=O)N(CC(=O)NCc1ccco1)c1cc(C(F)(F)F)ccc1Cl	-1	-2	15	13	-1	-7	5	1	-5	-4
36	N#Cc1c2n(c3c(-c4ccccc4)ncnc13)CCC2	0	2	6	7	14	-8	3	2	-1	-4
37	C[C@@H]1[C@@H](O)C[C@]2(C[C@@H](O)c3ccccc3O2)O[C@H]1c1ccccc1	5	1	/	/	-2	-4	3	2	-4	0
38	CCn1ncc(Cl)c1C(=O)Nc1ccncc1	11	3	-5	4	-4	-5	-2	4	-2	-1
39	CC(=O)c1cccc(N=C2NC(=O)C(CO)(CO)S2)c1	-2	-1	6	0	8	6	6	0	3	-4
40	CC(=O)OC[C@@H]1CN(Cc2cccc(C(F)(F)F)c2)C[C@H](n2cnc3c(N4CCOCC4)ncnc32)O1	-5	1	-7	8	3	-16	-5	5	-2	1
41	O=C(N1CCOCC1)N1CCCC(c2nc(-c3cccs3)no2)C1 (configuration not stated)	-2	5	3	-4	-8	6	-1	1	-9	3
42	COC(=O)c1csc(S(=O)(=O)N2CCCCC2)c1OC	3	-2	-5	-2	2	5	3	-5	-1	-2
43	O=C(COC(=O)c1ccccc1[N+](=O)[O-])c1ccc2c(c1)OCO2	0	0	8	-2	4	-1	-1	-3	-3	-3
44	CCOc1ccc(CNC(=O)C2CC(=O)N(C3CCCC3)C2)cc1OC (configuration not stated)	3	2	-7	2	6	8	0	4	10	-1
45	COc1ccc(F)cc1S(=O)(=O)Nc1ccc(C)cc1	-5	6	-1	0	-13	7	1	6	-4	11*
46	Cc1cccc(C(=O)OCC(=O)c2ccc(CC(=O)N3CCOCC3)s2)c1C	3	-7	-10	-1	2	-3	7	-9	-1	-6
47	O=C(OCC(=O)N1CCN(S(=O)(=O)c2ccc(Cl)cc2)CC1)C1CC1	0	2	1	0	9	-15	0	-9	5	-2
48	CC(c1ccon1)N(C)C(=O)CCc1nnc(CCCCc2ccccc2)o1 (configuration not stated)	2	1	2	3	8	-1	-3	-6	2	-5
49	CC(C)(C)NC(=O)c1cccc2c1-c1ccccc1C2=O	-1	1	0	11	-5	4	-8	-7	1	-4
50	COc1ccccc1NC(=O)CSc1nnc(C)s1	0	-1	0	9	5	-1	3	-7	4	-4
51	COC(=O)c1ccc(CN2CCN(Cc3ccc(F)cc3)C(CCO)C2)cc1 (configuration not stated)	5	-1	8	9	0	-8	-3	-3	-5	-2
52	COc1ccc(N2CC(NC(=O)NCC(C)C)CC2=O)cc1 (configuration not stated)	6	-2	-13	-6	7	-3	-3	2	-2	0
53	C=CCSc1nc2ccsc2c(=O)n1-c1cccnc1	-3	2	-10	10	-5	3	5	3	-7	1
54	O=C(COc1ncnc2ccc(Br)cc12)NCc1ccco1	6	-1	7	9	-13	-5	-5	-9	-4	-6
55	CCOC(=O)CSC1=C(C#N)C(c2ccc(C)o2)CC(=O)N1 (configuration not stated)	-7	-40	-4	-4	1	-33	0	-53	-2	-7
56	Cc1ccc(NC(=O)CN2CCc3cc4c(cc3C2)OCCCO4)cc1C	1	-8	8	1	4	-2	1	-20	6	-11
57	CCN(CC(=O)Nc1ccc(S(N)(=O)=O)cc1)S(=O)(=O)c1cc(C)ccc1OC	0	3	3	-2	0	3	1	2	2	-1
58	COc1ccccc1C(CCN(Cc1ccccc1)C(C)=O)c1ccco1 (configuration not stated)	-3	1	-2	0	-7	-5	5	-12	-3	-1
59	O=C(Nc1ccc(Cl)cc1)NC1(C(=O)NCCCN2CCOCC2)CCCCC1	2	2	-8	4	-12	5	-6	2	-3	6
60	CCCOc1ccc(C(F)(F)F)cc1NC(=O)CCc1c(C)noc1C	-1	0	-9	-7	-10	-8	-1	-5	7	-1
61	COc1ccccc1C(=O)Nc1nc(-c2ccc3c(c2)OCCO3)cs1	-1	-27	1	-1	-1	-17	-23	-33	8	-7
62	O=C(CCCCn1c(=O)c2ccccc2n(Cc2ccccc2F)c1=O)NC1CCN(Cc2ccccc2)CC1	8	0	6	-1	-10	1	0	-3	10	1
63	Cc1cc2c(cc(C(=O)N3CCC(C(=O)NC4CCCC4)CC3)n2Cc2c(F)cccc2Cl)o1	-1	-9	-1	-1	-9	-11	14	-8	-2	-2
64	CCOC(=O)[C@]12CCCCC/C=C\1N(Cc1ccc(OC)cc1)C(=O)[C@H]2CC(=O)NCc1ccccc1	-1	-2	/	/	1	10	6	3	7	5
65	O=C(CN1CCCCCC1)Nc1ccc(Br)cn1	-8	-4	-10	-10	-8	-3	2	-12	1	-2
66	Cc1nc(CC(=O)Nc2nccs2)cs1	-7	-2	0	7	5	-15	-6	-15	6	-6
